Bioassay records (PubChem)
RORg inh: blocks mouse ROR gamma transcriptional activity. Drosophila S2 Gal4-RORgamma UAS-luciferase reporter, 20 h. Potency, µM (doses to about 53.6 µM), for inactives: at the top dose activity change, negative = inhibition, actives largely listed as inhibitors. AID 2551. 310,000 tested, 5.4% active; also: potency is read from the fitted curve at half-maximal effect; % is scaled to controls: 0 for no effect and ±100 for the full control effect; nearly all actives have a fitted effect of over 60% in size
Target sequence (P51450 whole entry, looked up, the tested form may be a part): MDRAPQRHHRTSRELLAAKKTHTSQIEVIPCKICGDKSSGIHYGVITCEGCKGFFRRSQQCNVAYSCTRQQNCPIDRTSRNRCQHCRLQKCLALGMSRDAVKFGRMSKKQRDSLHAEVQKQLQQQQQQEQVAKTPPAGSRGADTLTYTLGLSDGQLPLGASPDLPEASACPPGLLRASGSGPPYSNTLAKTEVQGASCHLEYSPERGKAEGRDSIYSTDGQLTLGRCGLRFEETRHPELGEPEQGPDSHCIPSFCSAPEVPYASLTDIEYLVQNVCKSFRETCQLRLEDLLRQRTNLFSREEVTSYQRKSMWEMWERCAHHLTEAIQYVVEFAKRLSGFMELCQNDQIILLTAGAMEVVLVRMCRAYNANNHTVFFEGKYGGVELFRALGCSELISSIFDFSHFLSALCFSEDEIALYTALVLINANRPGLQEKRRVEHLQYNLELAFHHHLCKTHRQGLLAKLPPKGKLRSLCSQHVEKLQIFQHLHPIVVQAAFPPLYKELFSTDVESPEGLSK
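Luminescence from a UAS-regulated Photinus luciferase reporter in stably transfected Drosophila Schneider cells is measured; decreased signal marks ROR gamma inhibition. Fusion expression is induced by 700 uM copper sulfate for 20 hr.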
Giardia killer: kills Giardia lamblia; activity change, % at 7.66 µM, hits read low; 340,000 tested, 0.15% active; AID 540267; Giardia lamblia trophozoite viability; in the data active = activity change below about -80%; inconclusive = between about -30% and that limit;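 also: parasites exposed to compound for two days anaerobically before the ATP read; % is scaled to controls: 0 for no effect and ±100 for the full control effect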
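Media and compound were dispensed first, then trophozoites at 100 cells/well; plates sat 48 hrs at 37 deg C without oxygen before ATP luminescence reagent was added and read after 15-30 min at room temperature.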
NPC1 prom act: activates the NPC1 promoter; Huh7 NPC1 promoter luciferase reporter, 24 h; Potency, µM (highest dose often 9.22 µM), without a hit: at the highest dose activation, most hits filed as activators; 320,000 tested, 2.4% active; AID 485313;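 also: potency is read from the fitted curve at half-maximal effect; % of control where 0% means no effect; nearly all actives have a fitted effect of over 60% in size; reporter is driven by a mutant NPC1 promoter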
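Stably transfected Huh7 (NPC1 promoter→luciferase), 1500 cells/well in Opti-MEM + 10% FBS, 2 h settle, then compound 24 h at 37 °C. Luminescence after 10 min with Amplite reagent.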
FLuc modulator: counter-screen for miR-21 project: firefly luciferase inhibitors or activators; P08659; Potency, µM (top dose mostly 57.5 µM), without a hit: at the top dose activity change, negative = inhibition, hits mostly inhibitors; purified FLuc, Km substrates, luminescence inhibition; 360,000 tested, 6.9% active;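 also: potency is read from the fitted curve at half-maximal effect; plate controls were vehicle for no effect and reference inhibitor for full effect; nearly all actives have a fitted effect of over 55% in size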
Target sequence (P08659 whole entry, looked up): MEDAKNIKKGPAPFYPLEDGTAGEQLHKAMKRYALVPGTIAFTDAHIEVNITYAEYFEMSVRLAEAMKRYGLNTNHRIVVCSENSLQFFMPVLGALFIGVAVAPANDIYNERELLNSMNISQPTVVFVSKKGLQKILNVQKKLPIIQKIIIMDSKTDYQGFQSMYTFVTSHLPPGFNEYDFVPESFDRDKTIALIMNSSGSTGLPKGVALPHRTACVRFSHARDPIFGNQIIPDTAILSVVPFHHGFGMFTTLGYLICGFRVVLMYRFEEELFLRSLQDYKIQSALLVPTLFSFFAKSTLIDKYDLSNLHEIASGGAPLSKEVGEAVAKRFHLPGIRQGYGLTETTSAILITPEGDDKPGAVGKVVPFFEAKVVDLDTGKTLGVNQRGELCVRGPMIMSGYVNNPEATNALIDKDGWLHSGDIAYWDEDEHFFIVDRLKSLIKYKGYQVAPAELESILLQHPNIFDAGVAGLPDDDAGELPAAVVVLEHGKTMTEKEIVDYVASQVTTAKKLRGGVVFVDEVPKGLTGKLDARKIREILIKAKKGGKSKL
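Biochemical qHTS of compounds, final roughly 60 µM downward over six points, against 10 nM purified firefly luciferase using Km concentrations of substrates (10 uM D-luciferin, 10 uM ATP) in Tris acetate pH 7.5 buffer; luminescence output.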
ELG1 genotoxic: induces genotoxicity in HEK293T cells with luciferase-tagged ELG1. HEK293T ELG1-luciferase reporter, luminescence, 16 h. Potency, µM (highest dose often 46 µM), for the others: at the top dose activity change, positive = activation, usual class: activators. 330,000 tested, 1.3% active. AID 504466; also: potency is read from the fitted curve at half-maximal effect; % of control where 0% means no effect; nearly all actives have a fitted effect of over 60% in size
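Genotoxic stress is detected as increased luminescence from luciferase-tagged ELG1 in HEK293T cells, measured with ONE-Glo after a 16 hr treatment at 37 °C.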
Gal4-VP16 FLuc: Gal4-VP16 reporter inhibition counter-screen; Drosophila S2 Gal4-VP16 UAS-luciferase, luminescence, 20 h; Potency, µM (doses to about 53.6 µM), without a hit: at the highest dose activity, negative = inhibition, hits mostly inhibitors; 310,000 tested, 3.5% active;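 also: Gal4-VP16 expression switched on by copper sulfate through the metallothionein promoter; potency is read from the fitted curve at half-maximal effect; % is scaled to controls: 0 for no effect and ±100 for the full control effect; nearly all actives have a fitted effect of over 50% in size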
p53 reactivation: re-activators of mutant p53; Potency, µM (highest dose often 92.2 µM), for inactives: top-dose activity change, positive = activation, usual class: activators; H1299 p53-A138V BP100-luciferase reporter, luminescence, 24 h; AID 504706; 320,000 tested, 0.063% active; also: potency is read from the fitted curve at half-maximal effect; % of control where 0% means no effect; nearly all actives have a fitted effect of over 45% in size
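p53-null H1299 cells stably carrying temperature-sensitive p53-A138V and a BP100-luciferase reporter were pinned with compounds (4-point, 1:5 series) and held 24 hrs at 37 deg C. Luminescence was read 10 min after detection reagent.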
PKM2 activator: PKM2 (human) enzyme activation; purified PKM2, Kinase-Glo ATP luminescence, activation; response scale: 0% is enzyme alone, no compound; Potency, µM (doses to about 57.5 µM), for the others: at the highest dose activation, most hits filed as activators; 260,000 tested, 0.34% active; AID 1631; also: potency is read from the fitted curve at half-maximal effect; % is scaled to controls: 0 for no effect and ±100 for the full control effect; nearly all actives have a fitted effect of over 55% in size
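Kinase-Glo luminescence reports ATP generated from ADP (0.1 mM) and PEP (0.5 mM) by purified hPK-M2 after 1 h at room temperature, pH 7.2 imidazole buffer; intermediate enzyme activity allows detecting inhibitors and activators.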
Rab9 prom act: Rab9 promoter activation; Huh7 Rab9 promoter-luciferase reporter, luminescence, 24 h; Potency, µM (titrated, usually from 9.22 µM), for inactives: at the top dose activation, negative = inhibition, most hits filed as activators; 320,000 tested, 2.8% active; also: potency is read from the fitted curve at half-maximal effect; % of control where 0% means no effect; nearly all actives have a fitted effect of over 60% in size
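Quantitative HTS format; Huh7 Rab9-luciferase reporter cells (1500/well) receive compound 2 h post-plating, incubate 24 h at 37 °C, then get luciferase reagent for 10 min before luminescence reading.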
Menin MLL FP TR: menin-MLL binding inhibition, Texas Red mutant peptide | Potency, µM (titrated, usually from 61.6 µM), without a hit: top-dose FP activity change, negative = inhibition, actives largely listed as inhibitors | AID 1768 | Menin + Texas Red MLL mutant peptide, fluorescence polarization | 270,000 tested, 0.23% active; active = well fitted inhibition curve with a large enough effect in the polarisation, with a control signal flat, not every such curve was filed as active; inconclusive = small, poorly fitted or top-dose-only effect, or effect the other way, or a change in a side signal; inactive = no such curve, though single readings can be large or run the other way; the % refers to the polarisation; also: potency is read from the fitted curve at half-maximal effect; % of control where 0% means no effect; many of its hits are not listed in these tables
BRCA1 expr up: increases BRCA1 expression; MCF7-BRCA1-FFLuc reporter, luminescence, 48 h; response scale: scaled: vehicle 0%, 10 µM genistein 100%; Potency, µM (doses to about 46.1 µM), for inactives: top-dose activation, hits mostly activators; 380,000 tested, 1.1% active; AID 624202; also: potency is read from the fitted curve at half-maximal effect; nearly all actives have a fitted effect of over 80% in size; some results filed as inactive show a strong effect at the top dose
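Compounds are tested at multiple concentrations on MCF7 BRCA1-luciferase reporter cells seeded at 2000 per well; after 48 h, a single luminescence end-point is taken and curves fitted to the normalized data.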
Numbers without * were called inactive; u = inconclusive; x = no result given; & = joins results of further samples; [ ] = remark or other dose. Unless noted, calls follow the shape of the dose curve; as a rule, active = well fitted curve in the direction sought with a large enough effect; inconclusive = small, poorly fitted or top-dose-only effect, or another doubt; inactive = no such curve, though single readings can be large; an effect the other way counts as inactive or inconclusive.

SMILES | RORg inh | Giardia killer | NPC1 prom act | FLuc modulator | ELG1 genotoxic | Gal4-VP16 FLuc | p53 reactivation | PKM2 activator | Rab9 prom act | Menin MLL FP TR | BRCA1 expr up
CC1CCCC(C)N1C(=O)c1cc(-c2ccco2)on1 (stereo not drawn) | 2% | -23 | 3% | -16% | 29% | -24% | 12% | -4% | 8% | 3% | u
CCOC(=O)CC(=O)CSc1ccc2nnc(-c3cccc(F)c3)n2n1 | -13% | -5 | -4% | 2% | -1% | 2% | -23% | 1% | 16% | 1% | 10%
Cc1cc(C)nc(N/N=C/C2=C(O)CC(c3ccc(F)cc3)CC2=O)n1 (stereo not drawn) | u | 8 | -6% | -1% | 21% | -17% | -2% | 10% | -6% | x | -60%
CC1(c2ccc(Cl)cc2)NC(=O)N(CC(=O)N2CCCC2)C1=O (stereo not drawn) | 0% | -10 | 1% | 1% | 2% | -27% | -3% | -14% | 2% | 4% | -1%
CCOC(=O)c1cccc(NC(=O)Cn2c(CC(=O)N3CCCC3)nc3ccccc32)c1 | 31% | x | -2% | 1%[2.3 µM] | -7% | -1% | -6% | -10% | -2% | 0% | x
CC(C)C(C)NC(=O)CSc1nnc(-c2c[nH]c3ccccc23)o1 (stereo not drawn) | -18% | 9 | -5% | -9% | 1% | -3% | 2% | 0% | 2% | 1% | -4%
CCN(CC)CCNC(=O)Cn1nc(-c2ccc(C)cc2)ccc1=O | -9% | -7 | 0% | 1% | -1% | 4% | -11% | -4% | -5% | -2% | 1%
Cc1ccc(-c2cc(N)n(-c3ccc(C)cc3)n2)cc1 | -8% | -16 | 2.5µM* | 13µM* | u | 27% | u | 2% | 3.5µM* | 45%[activator] | 10µM*
CCCCNC(=O)Cn1c2c(c(-c3ccccc3Cl)cc1=O)CCC2 | 1% | 16 | 3% | 5% | 1% | 16% | -6% | -6% | 2% | -7% | 9%
CCOC(=O)c1c(-c2ccccc2)oc2ccc(OCC(O)CNCCN(C)C)cc12 (stereo not drawn) | u | 6 | 2% | 1% | -1% | u | -16% | x | 2%[1.84 µM] | u | -82%
O=C(Nc1ccc(Cl)cc1)NC1CCCCNC1=O (stereo not drawn) | 20% | -4 | 18% | u | 8% | -7% | 8% | -1% | 22% | x | 62%
CCNC(=S)N(CCc1c(C)[nH]c2ccc(C)cc12)Cc1cccs1 | 7.1µM* | 2 | -1% | 7% | -11% | u | 0% | 9% | 3% | u | -46%
O=C(Nc1nccs1)C1CC(=O)N(c2ccccc2Cl)C1 (stereo not drawn) | -19% | 1 | 1% | -1% | -3% | -3% | -2% | 5% | 4% | -6% | 4%
CCOC(=O)C1CCCN(S(=O)(=O)c2nc3nc(C)cc(C)n3n2)C1 (stereo not drawn) | -1% | 2 | 0% | 2% | -6% | 1% | 4% | x | 2% | x | 16%
COC(=O)c1sccc1NC(=S)Nc1ccc(F)cc1 | 13µM* | -22 | 1% | 0% | 0% | u | -5% | 2% | 0% | 1% | -12%
O=C(NC1CCCCC1)C(=O)N(Cc1cccnc1)C(C(=O)NCc1ccco1)c1ccccc1 (stereo not drawn) | 3% | x | 11% | 5% | 3% | 4% | -5% | x | 16% | -12% | x
C=CCc1cc(Cl)ccc1OCCN(C)C | 1% | 8 | 1% | -1% | -2% | -2% | 2% | 0% | -2% | -5% | -16%
CCCC1OC23CCCCC2C(C#N)(C(=N)O3)C1(C#N)C#N (stereo not drawn) | -18% | -8 | -10% | -2% | 5% | 5% | 22% | -10% | 14% | -7% | -3%
Cc1cccc(C(=O)Nc2cc(C)ccc2NC(=O)COc2ccccc2)c1 | 22% | -5 | 2% | 1% | -5% | -3% | -1% | -1% | -3% | 16% | -48%
O=S(=O)(c1ccc2c(c1)OCCO2)N1CCCN(S(=O)(=O)c2c(F)cccc2F)CC1 | x | -12 | 0% | 12% | 0% | x | -5% | x | 0% | x | -10%
CC(=O)N1CCN(C2=NC(=O)/C(=C/c3ccc(OS(=O)(=O)c4ccccc4)cc3)S2)CC1 | 33% | 21 | -3% | 1% | -10% | 0% | -17% | x | -1% | 14% | -13%
O=C(COC(=O)/C=C/c1ccc(C(F)(F)F)cc1)NCCC1=CCCCC1 | -4% | u | -4% | -1% | 1% | 1% | 5% | 3% | 6% | 2% | 2%
O=C1CC(Cc2ccc(Cl)cc2)C(=O)N1c1ccccn1 (stereo not drawn) | -22% | -14 | -3% | -2% | 4% | 2% | 15% | 1% | -2% | -24% | 35%
O=C(Nc1ccc2nc(N3CCOCC3)sc2c1)c1ccc(F)cc1 | x | -5 | -2% | -11% | 1% | x | u | x | -2% | x | 17%
CC(=O)NCCc1nc2cc(NS(=O)(=O)c3ccccc3)ccc2n1C | -4% | 11 | -2% | 0% | -2% | 4% | -4% | x | -3% | 10% | 0%
CCCn1cnnc1CNC(=O)C1CCC(=O)N(CCc2ccc(OC)cc2)C1 (stereo not drawn) | 2% | -23 | -3% | -1% | 0% | -10% | u | 2% | -4% | 15% | 4%
COc1ccc(S(=O)(=O)N2CCC(C(=O)N[C@H](C(=O)NCc3ccncc3)C(C)C)CC2)cc1 | 1% | 18 | -3% | 0% | 0% | 1% | -2% | x | 3% | x | -1%
CCOC(=O)c1cnn(-c2cc(Oc3ccccc3)ncn2)c1N | 4% | 11 | 25% | -12% | 6% | 5% | 1% | 1% | 22% | 3% | 19%
Nc1nnc(-c2cccc([N+](=O)[O-])c2)s1 | -2% | -5 | -6% | -6% | 3% | 22% | 9% | -2% | 11% | 0% | 5%
O=C(CN(Cc1cccs1)C(=O)CNS(=O)(=O)c1ccc(Cl)cc1)NCC1CCCO1 (stereo not drawn) | 25% | 9 | -1% | 0% | -2% | -5% | -3% | -14% | -15% | -1% | 6%
CC1CCCCN1C(=O)c1ccc(S(=O)(=O)N2CCCCC2C)cc1 (stereo not drawn) | 25% | -4 | 1% | 8% | 1% | -4% | 2% | 5% | 1% | -14% | -3%
CN(C)C(=O)N1CCC(C(=O)N2CCCC(C(=O)c3cccc4ccccc34)C2)CC1 (stereo not drawn) | 17% | 2 | -2% | -8% | -8% | -16% | -3% | -2% | -1% | -1% | -19%
CCn1c2ccccc2c2cc(NC(=O)COC(=O)c3ccccc3Br)ccc21 | 8% | 15 | -1% | 0% | -1% | -8% | 3% | 0% | 1% | u | -21%
COc1ccc(CCN2C(=O)CC(NNC(=O)c3cccc(O)c3)C2=O)cc1 (stereo not drawn) | 10% | 0 | -2% | -6% | 1% | -12% | 2% | 0% | 0% | 17% | -10%
O=C1C=C(c2ccnc3cc(Cl)ccc23)C[C@@H](c2ccc3c(c2)OCO3)C1 | x | 2 | -14% | 2% | 1% | x | -17% | x | -5% | x | -47%
O=C(Nc1ccccn1)C1CCN(C(=O)Nc2ccccc2)CC1 | x | -9 | 3% | -4% | -6% | x | 6% | x | 1% | x | 0%
Cn1c(=O)[nH]c(=O)c2c1nc(SCCN1CCCCC1)n2CCCc1ccccc1 | -4% | 10 | 12% | -3% | 2% | -1% | 2% | -14% | 20% | 1% | -24%
CN(c1ccc(Cl)cc1)S(=O)(=O)c1nnc(NC(=O)c2ccco2)s1 | 33% | -7 | -2% | -3%&-3% | -3% | 1% | -7% | x | 0% | x | -27%
CCOC(=O)CSc1nncc2ccc(OC)c(OC)c12 | 7% | 3 | -3% | 4% | 2% | -3% | 10% | -1% | -7% | 3% | -15%
COc1ccccc1-n1cnc2cc(NS(=O)(=O)c3ccccc3)ccc21 | u | 0 | 2% | 0%[2.3 µM] | -6% | -24% | 30% | u | 2% | u | 24%
S=C(NCCc1ccccn1)Nc1ccccc1 | 20µM* | -10 | 2% | -1% | 6% | u | 10% | -6% | 8% | -8% | 55%
Oc1oc(-c2ccco2)nc1C=Nc1cccc(Cl)c1 | -31%[10 µM] | -5 | 0% | 15µM* | -4% | 2% | 2% | -4% | -7% | 11% | 13%
C=CCn1c2[n+](c3ccccc3c1=O)CCCCC2 | -1% | 2 | 0% | 1% | 6% | 4% | 2% | -3% | -7% | -4% | -5%
Cc1cc(C)c([N+](=O)[O-])cc1NC(=O)CCS(=O)(=O)c1ccccc1 | 22% | 2 | 3% | 6% | -3% | -4% | -2% | -2% | -9% | x | -13%
CC(=O)c1ccc(N2CCN(S(=O)(=O)c3ccc4c(c3)CC(C)N4C(C)=O)CC2)cc1 (stereo not drawn) | u | -4 | -23% | -11% | 2% | u | -3% | x | -34%[inhibitor] | x | -7%
CCOC(=O)c1c(NC(=O)COC(=O)CCOc2ccccc2C)sc(C(=O)NC)c1C | x | -8 | -7% | -10% | u | x | -12% | x | 0% | x | 2%
Fc1ccc(CN2CCCCCCC2)cc1 | -14% | 12 | -3% | 1% | -3% | -2% | 0% | 0% | 0% | -2% | 1%

Not all compounds are listed; rates above refer to the full screens.
